ALOX12 inh = ALOX12 (human) lipoxygenase inhibition; purified 12hLO, xylenol orange hydroperoxide absorbance; hit rate 1.1% among 580,000; Potency, µM (highest dose often 108 µM), without a hit: at the highest dose activity change, negative = inhibition, usual class: inhibitors; AID 1671190; P18054; note: % is set by controls: 0 for no effect and ±100 for the full control effect
Target sequence (P18054 whole entry, looked up): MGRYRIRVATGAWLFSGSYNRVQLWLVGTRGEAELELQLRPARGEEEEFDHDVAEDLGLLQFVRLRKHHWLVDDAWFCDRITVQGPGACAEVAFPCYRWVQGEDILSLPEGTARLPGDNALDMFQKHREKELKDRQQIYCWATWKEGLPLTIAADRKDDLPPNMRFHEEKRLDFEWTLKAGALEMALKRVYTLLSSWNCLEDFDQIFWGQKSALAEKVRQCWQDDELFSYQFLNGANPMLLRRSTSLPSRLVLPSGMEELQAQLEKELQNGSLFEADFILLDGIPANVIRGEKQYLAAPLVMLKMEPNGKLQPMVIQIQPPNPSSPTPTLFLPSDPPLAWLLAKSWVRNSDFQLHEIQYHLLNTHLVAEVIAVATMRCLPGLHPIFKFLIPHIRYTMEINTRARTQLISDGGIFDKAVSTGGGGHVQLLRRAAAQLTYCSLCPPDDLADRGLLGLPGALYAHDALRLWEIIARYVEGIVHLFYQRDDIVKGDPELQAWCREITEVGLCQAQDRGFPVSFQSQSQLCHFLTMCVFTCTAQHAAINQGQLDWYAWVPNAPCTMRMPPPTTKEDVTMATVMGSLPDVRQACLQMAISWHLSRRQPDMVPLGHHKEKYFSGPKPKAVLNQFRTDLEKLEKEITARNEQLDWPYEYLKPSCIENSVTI
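Purified human 12hLO (150 nM final) in 25 mM Hepes, 0.01% Triton X-100, pH 7.0 was preincubated 15 min at room temperature with compound. Then 40 uM arachidonic acid was added, 30 min. Hydroperoxide was read by Fe-XO absorbance ratio 573/405 nm.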
RGS4 inh = human RGS4 inhibition. hit rate 0.039% among 390,000. Potency, µM (top dose mostly 114 µM), without a hit: top-dose activity change, negative = inhibition, usual class: inhibitors. Transcreener GDP fluorescence polarization, RGS4-accelerated GTP hydrolysis; note: % is set by controls: 0 for no effect and ±100 for the full control effect; nearly all actives have a fitted effect of over 75% in size; some results filed as inactive show a strong effect at the top dose
Target sequence (P49798 whole entry, looked up): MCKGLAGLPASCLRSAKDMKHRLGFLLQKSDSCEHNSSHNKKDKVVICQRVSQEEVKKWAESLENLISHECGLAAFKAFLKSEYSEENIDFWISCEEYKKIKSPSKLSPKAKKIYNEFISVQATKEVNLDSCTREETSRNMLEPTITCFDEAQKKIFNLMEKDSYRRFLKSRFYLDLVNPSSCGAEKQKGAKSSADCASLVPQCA
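MLSMR compounds (23 nl, pin-transferred) preincubated 10 min at room temperature with a 500nM (2x) first reagent, then RGS4 at 900nM (2x) plus Transcreener GDP mix added; fluorescence polarization (620/688 nm) read before and after 90 min at 30 °C.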
GLS inhibitor = glutaminase GLS (human) inhibition; O94925; GLS enzymatic activity, qHTS titration; Potency, µM (top dose mostly 45.5 µM), for inactives: top-dose activity change, negative = inhibition, actives largely listed as inhibitors; hit rate 0.21% among 410,000; note: % is set by controls: 0 for no effect and ±100 for the full control effect
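Coupled fluorescence readout: glutamate oxidase/HRP/Amplex Red detect glutamate formed by hKGA from L-glutamine (1 mM solution added). Buffer 45 mM KH2PO4 pH 8.2, 0.02% Tween-20; reads at t0 and 30 min RT.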
JMJD2A Tudor inh = inhibitors of human JMJD2A Tudor domain | O75164 | AlphaScreen JMJD2A-Tudor / H3K4me3 peptide binding | Potency, µM (top dose mostly 114 µM), for the others: at the highest dose activity change, negative = inhibition, usual class: inhibitors | hit rate 4.4% among 390,000; note: % is set by controls: 0 for no effect and ±100 for the full control effect; nearly all actives have a fitted effect of over 50% in size
TrxR1 inh = blocks rat thioredoxin reductase 1 | recombinant rTrxR1, NADPH fluorescence consumption, selenite substrate | O89049 | Potency, µM (doses to about 114 µM), for inactives: at the top dose activity change, negative = inhibition, most hits filed as inhibitors | hit rate 1% among 390,000; note: % is set by controls: 0 for no effect and ±100 for the full control effect; nearly all actives have a fitted effect of over 65% in size
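Rat TrxR1 (90 nM in the dispensed reagent) was pre-reduced with 400 uM NADPH for 5 min at room temperature, then incubated with compound for 15 min. After 400 uM selenite was added, NADPH fluorescence (Ex 340/Em 450 nm) was followed for 8 min.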
ERG-DNA inh = inhibitors of human ERG Ets domain-DNA interaction | P11308 | fluorescence polarization, His-ERG Ets domain / labelled DNA | Potency, µM (series often up to 76.9 µM), for inactives: at the top dose FP activity, negative = inhibition, usual class: inhibitors | hit rate 0.028% among 370,000 | AID 624246; active = well fitted inhibition curve with a large enough effect in the polarisation, with a control signal flat; inconclusive = small, poorly fitted or top-dose-only effect, or effect the other way, or a change in a side signal; inactive = no such curve, though single readings can be large or run the other way; the % refers to the polarisation;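 note: polarization taken with two DNA probes labelled with fluorescein and Texas red; % of control where 0% means no effect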
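His-tagged ERG Ets domain (1 uM in the protein solution; 300mM KCl, 50mM Tris-HCl, 1mM EDTA, 1mM DTT, pH 7.5) received compound, then a probe mix of 5 nM fluorescein-DNA and 100nM Texas-615-DNA. Fluorescence polarization was read for both dyes.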
HP1b binding inh = inhibitors of HP1-beta chromodomain binding to methylated histone tails; P83916; AlphaScreen HP1-beta / biotin-H3K9me3 peptide binding; Potency, µM (top dose mostly 114 µM), for the others: top-dose activity change, negative = inhibition, most hits filed as inhibitors; hit rate 0.56% among 390,000; note: nearly all actives have a fitted effect of over 70% in size; inactives centre near 23
Target sequence (P83916 whole entry, looked up): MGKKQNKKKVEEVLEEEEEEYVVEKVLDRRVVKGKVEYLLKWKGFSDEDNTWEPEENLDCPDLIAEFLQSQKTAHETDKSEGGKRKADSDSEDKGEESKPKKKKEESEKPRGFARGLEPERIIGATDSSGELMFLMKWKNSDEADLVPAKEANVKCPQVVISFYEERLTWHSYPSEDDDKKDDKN
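HP1-beta protein (50 nM final) preincubated 30 min at room temperature with biotinylated H3(1-18)K9me3 peptide (50 nM) in PBS pH 7.4, 0.01% Tween-20, then compound added for 30 min. AlphaScreen streptavidin donor/nickel chelate acceptor beads (10 ug/mL final), 30 min dark, luminescence read.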
Pin1 inhibitor = blocks the human prolyl isomerase Pin1; Q13526; Pin1 FP peptide displacement, HiFluor488, 10 min; Potency, µM (highest dose often 115 µM), for the others: at the top dose activity, negative = inhibition, hits mostly inhibitors; hit rate 0.009% among 390,000; AID 504891; active = well fitted inhibition curve with a large enough effect in the polarisation, with a control signal flat, not every such curve was filed as active; inconclusive = small, poorly fitted or top-dose-only effect, or effect the other way, or a change in a side signal; inactive = no such curve, though single readings can be large or run the other way; the % refers to the polarisation; note: % is set by controls: 0 for no effect and ±100 for the full control effect
PGK inhibitor = T. brucei PGK inhibition; P07378; PGK/GAPDH coupled, Kinase-Glo luminescence, 60 min; Potency, µM (doses to about 57.5 µM), inactives show at the highest dose activity change, negative = inhibition, hits mostly inhibitors; hit rate 0.043% among 380,000; note: % is set by controls: 0 for no effect and ±100 for the full control effect; nearly all actives have a fitted effect of over 60% in size
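Recombinant glycosomal PGK reaction used 1,3-bisphosphoglycerate generated in-well by GAPDH (100nM final) in 100mM TEA pH 7.6, 5mM MgCl2, 0.01% Tween-20. After 60 minutes at room temperature, ATP was read by Kinase-Glo Plus luminescence end-point.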
* = called active by the depositor; i = inactive; u = inconclusive; x = not tested or not shown; & = joins results of further samples; [ ] = remark or other dose. Unless noted, calls come from the whole dose curve; as a rule, active = well fitted curve in the direction sought with a large enough effect; inconclusive = small, poorly fitted or top-dose-only effect, or another doubt; inactive = no such curve, though single readings can be large; an effect the other way counts as inactive or inconclusive. Potency is the fitted concentration of half-maximal effect.

Each structure is followed by: ALOX12 inh	RGS4 inh	GLS inhibitor	JMJD2A Tudor inh	TrxR1 inh	ERG-DNA inh	HP1b binding inh	Pin1 inhibitor	PGK inhibitor
(1) O=C(COC(=O)Cc1ccccc1[N+](=O)[O-])NCc1ccc(F)cc1
 : -1%	11%	6%	-9%	20%	-15%	27%	0%	-5%
(2) O=C(CNC(=O)c1ccc(Cl)cc1)OCCCOC(=O)CNC(=O)c1ccc(Cl)cc1
 : 0%	-11%	-4%	1%	-7%	-1%	31%	-9%	-1%
(3) COc1ccc(CNC(=O)c2cnn(-c3ccc(OC)cc3)c2C2CCN(C(=O)OC(C)(C)C)CC2)cc1
 : -4%	-15%	-4%	-23%	27%	11%	41%[activator]	1%	i
(4) COc1ccc(NC(=O)CN2C(=O)CSC(C)C2=O)cc1 (stereo unspecified)
 : -9%	-46%	-17%	u	16%	4%	-15%	-2%	3%
(5) Cc1ccc(S(=O)(=O)N2CCCCC2)cc1NC(=O)COC(=O)CN1C(=O)NC2(CC(C)CC(C)(C)C2)C1=O (stereo unspecified)
 : -68%	2%	-2%	-26%	14%	12%	14%	-2%	i
(6) CCc1ccc(NC(=O)c2sc3nc(C)nc(N4CCN(c5ccccn5)CC4)c3c2C)cc1
 : -11%	-21%	0%	-15%	27%	8%	-15%	7%	2%
(7) COc1ccc(CCNC(=O)COc2cc(O)c3c(c2)OC(C)(C)CC3=O)cc1
 : -1%	-2%	0%	-13%	8%[57.1 µM]	-1%	26%	2%	7%
(8) CCn1c(COc2cccc3cccnc23)nnc1SCC(=O)OC
 : u	-13%	-3%	1%	2%	-4%	45%[activator]	0%	-6%
(9) CCN(CC)C(=S)NC(=O)c1ccc(Cl)cc1Cl
 : 8%	-11%	-1%	-31%	-5%	-5%	4%	-11%	x
(10) Cc1cc(Nc2cccc(F)c2)nc(N2CCOCC2)n1
 : 0%	12%	-8%	5%	14%	-5%	33%	0%	-8%
(11) Cc1ccc(NC(=O)Nc2cccs2)c(C)c1
 : 1%	-9%	8%	-18%	-3%	1%	23%	2%	12%
(12) Cc1cccn2c(=O)cc(COc3ccc(NC(=O)C(C)Oc4ccccc4)cc3)nc12 (stereo unspecified)
 : 0%	-5%	3%	10%	17%[57.1 µM]	-6%	36%[57 µM]	14%	-5%
(13) Oc1ccc(/C=N/N2CCN(c3ccccn3)CC2)cc1
 : 12%	5%	6%	-16%	5%	6%	18%	2%	-11%
(14) O=C(Nc1ccc(Cl)cc1)N1CCN(c2ccc3nnc(-c4ccc(F)cc4)n3n2)CC1
 : -7%&-27%	12%&6%	9%&6%	-17%&-13%	5%&7%	-5%&4%	13%&33%	6%&-5%	-7%&0%
(15) CC1CCCN(Cc2nc(Cc3ccccc3Cl)no2)C1 (stereo unspecified)
 : 11%	12%	6%	3%	0%	1%	35%	1%	6%
(16) CCOC1=NC(C(=O)O)c2ccccc2/C(=C(/C)Cl)N1 (stereo unspecified)
 : -9%	-12%	-8%	2%	4%[57.1 µM]	2%	51%	3%	i
(17) CCOC(=O)c1nn(C23CC4CC(CC(C4)C2)C3)c2c1C(=O)N(c1ccc(C)cc1)C2=O
 : 11%	4%	-10%	-21%	5%	2%	14%	2%	-4%
(18) Cc1ccc(S(=O)(=O)NN=C2C3CC4CC(C3)CC2C4)cc1
 : 4%	-22%	4%	-13%	7%	-2%	36%[activator]	-1%	i
(19) CS(=O)(=O)N1CCN(C(=O)Nc2ccccc2)CC1
 : -3%	24%	6%	-5%	2%[57.1 µM]	4%	6%	-3%	-9%
(20) CCCCCNC(=O)c1ccc2c(c1)nc(C)n2-c1cccc(C)c1
 : -13%	0%	-1%	-20%	21%[57.1 µM]	-1%	9%	-3%	-1%
(21) CCCc1cc(=O)[nH]c(SCC(=O)N2CCN(c3ccccc3)CC2)n1
 : u	-5%&8%	-7%&8%	-7%&-12%	16%&13%	4%	28%&14%	-1%&-8%	i
(22) COc1ccc(OC)c(N(CC(=O)N2CCC(C)CC2)S(=O)(=O)c2ccc(OC)c(OC)c2)c1
 : 0%	-23%	5%	-20%	-1%	-11%	11%	0%	7%
(23) Fc1cccc(CNCc2ccc3c(c2)OCO3)c1
 : -2%	27%	5%	-6%	40%[11.4 µM]	2%	27%	-11%	1%
(24) CN(Cc1nc2ccccc2c(=O)[nH]1)C(=O)c1cccc(S(=O)(=O)N2CCc3ccccc32)c1
 : 199%[activator]	-16%	-5%	-17%	-13%	19%	27%	-3%	-4%
(25) CC(C)CNC(=O)NC(=O)COC(=O)Cn1cnc2ccccc2c1=O
 : 0%	-16%	-4%	-2%	8%	-4%	47%[activator]	-3%	0%
(26) COc1ccccc1-c1nc(CNC(=O)Nc2ccccc2)c(C)o1
 : -24%	3%	2%	-5%	11%[57.1 µM]	-1%	9%	-11%	-7%
(27) CCN(C(=O)c1ccc2c(=O)n3c(nc2c1)CCCCC3)c1ccc(F)cc1
 : -12%	6%	-3%	-11%	25%	-4%	26%	2%	-9%
(28) CC(=O)NC1=NN(C(C)=O)C(C)(CS(=O)(=O)c2ccc3ccccc3c2)S1 (stereo unspecified)
 : -17%	-15%	2%	-3%	12%	5%	41%[activator]	1%	i
(29) COc1cc(CNc2nnnn2C)cc(OC)c1OC
 : -19%	5%	-15%	-2%	26%	-1%	31%	-4%	-1%
(30) O=C(Cc1ccc(Cl)cc1)NC1CC1
 : u	13%	1%	-8%	20%	8%	27%	3%	i

Part of the list above, set out differently.
| # | molecule | ALOX12 inh | RGS4 inh | GLS inhibitor | JMJD2A Tudor inh | TrxR1 inh | ERG-DNA inh | HP1b binding inh | Pin1 inhibitor | PGK inhibitor |
| --- | --- | --- | --- | --- | --- | --- | --- | --- | --- | --- |
| 29 | COc1cc(CNc2nnnn2C)cc(OC)c1OC | -19% | 5% | -15% | -2% | 26% | -1% | 31% | -4% | -1% |
| 21 | CCCc1cc(=O)[nH]c(SCC(=O)N2CCN(c3ccccc3)CC2)n1 | u | -5%&8% | -7%&8% | -7%&-12% | 16%&13% | 4% | 28%&14% | -1%&-8% | i |

Later entries.
Each structure is followed by: ALOX12 inh	RGS4 inh	GLS inhibitor	JMJD2A Tudor inh	TrxR1 inh	ERG-DNA inh	HP1b binding inh	Pin1 inhibitor	PGK inhibitor
(31) COc1ccc2c(c1)CC(NC(=O)Nc1ccc(NC(C)=O)cc1)CO2 (stereo unspecified)
 : -15%	7%	-1%	-13%	19%[57.1 µM]	8%	30%[57 µM]	-9%	-5%
(32) O=[N+]([O-])c1cc(S(=O)(=O)NC2=NCCCCC2)ccc1Cl
 : 0%	-12%	-13%	5%	24%[57.1 µM]	-4%	37%	0%	-1%
(33) CCOc1ccc(Br)cc1CN(CC)CC
 : 51%[activator]	0%	-12%	3%	-4%	-28%	48%[activator]	-6%	-6%
(34) O=C(NCc1cccs1)C(=O)NCC1OCCCN1S(=O)(=O)c1ccccc1 (stereo unspecified)
 : -3%	-5%	0%	-13%	-10%	2%	u	2%	-1%
(35) O=C(NCC1CCCO1)c1ccc(NC(=O)c2ccc([N+](=O)[O-])cc2)cc1 (stereo unspecified)
 : 18%	-32%	-5%	12%	3%	-4%	32%	3%	-5%
(36) COc1cc(-c2nc(=S)[nH][nH]2)cc(OC)c1OC
 : u	u	-29%	3.5µM*	-31%	2%	u	-12%	i
(37) COC(=O)c1[nH]c2ccc(Cl)cc2c1NC(=O)CCN1CCOCC1
 : -1%	13%	18%	7%	-12%	-3%	26%	-2%	-1%
(38) Cc1ccc(NCC(=O)NNC2=NCCC2)c(C)c1
 : 6%	13%	25%	-9%	13%	-3%	3%	1%	7%
(39) Cc1ccc(NCc2nc3ccccc3n2C)cc1
 : -7%	-27%	10%	u	12%[57.1 µM]	-1%	15%	-1%	-8%
(40) CC(=O)Nc1ccc(NC(=O)CSC2=NS(=O)(=O)c3cc(Cl)ccc3N2)cc1
 : -24%	10%	4%	-14%	-6%	10%	6%	1%	-1%
(41) COc1ccc(/C=C/c2nnc(NC(=O)CSc3ccc(Cl)cc3)s2)cc1
 : 11%	u	-2%	-1%	-12%	-2%	50%[activator]	-5%	-7%
(42) COC(=O)c1sccc1NC(=O)CC1C(=O)NCCN1C(=O)Nc1ccc(C(F)(F)F)cc1 (stereo unspecified)
 : -92%	-17%	4%	-21%	13%	-5%	22%	1%	-4%
(43) CCN1C=CC(=C2C(=O)c3ccccc3C2=O)C=C1
 : -13%	-10%	0%	-14%	-14%	-2%	29%	1%	u
(44) Cc1ccn2cc(CNC(=O)c3cccs3)nc2c1
 : 26%[57.4 µM]	-33%	3%	-4%	16%[57.1 µM]	-2%	42%[activator]	2%	-2%
(45) CCC(CC)C(=O)Nc1ccc([N+](=O)[O-])cn1
 : 2%	33%	3%	-11%	-1%[57.1 µM]	7%	-3%	2%	1%
(46) O=C(O)C(Cc1ccccc1)N1CCS(=O)(=O)CC1 (stereo unspecified)
 : -3%	22%	11%	-8%[57.1 µM]	22%[57.1 µM]	1%	20%	-8%	0%
(47) CCCn1c(CCC(=O)Nc2ccc(C)c(Cl)c2)nc2cccnc21
 : 6%	5%	3%	-20%	-6%	-6%	16%	-1%	3%
(48) Cc1cc(C)nc(NS(=O)(=O)c2ccc(NC(=O)c3nn(-c4ccccc4)ccc3=O)cc2)n1
 : 4%	4%	2%	14%	15%	1%	42%[activator]	5%	4%
(49) COc1ccc(-c2nc(N3CCCCCC3)sc2C(=O)c2ccccc2)cc1
 : 1%	7%	9%	15%	3%[57.1 µM]	-2%	28%	15%	-9%

Not all compounds are listed. The share of hits here may be higher or lower than overall.
